High-throughput results from PubChem.
eIF2B yeast act – modulators of yeast eIF2B activity | S. cerevisiae eIF2B-epsilon R284H, GCN4-lacZ luminescence | inhibition, % at 25 µM (by protocol) | hit rate 0.91% among 27,000 | AID 688;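 active means mutant luminescence inhibited past about 50% while wild type luminescence and mutant growth stay under set limits, limit read from the data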; further: some compounds called inactive have numbers as strong as hits
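Times: 16 h growth with compound at 30 °C, 90 min Beta-Glo step; Assay system: yeast eIF2B-epsilon R284H mutant carrying GCN4–beta-galactosidase fusion; Measure: % inhibition of reporter signal and growth versus controls; Dosing: one concentration, 25 µM, 0.25% DMSO; Buffer or medium: YPD yeast growth medium; Measured by: Beta-Glo luminescence plus absorbance at 595 nm.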
Yeast growth tox – Inhibitors of S. cerevisiae growth, toxicity; growth inhibition, % at 25 µM (by protocol); hit rate 0.3% among 30,000; S. cerevisiae wild-type growth, A595 turbidity, 16 h;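 active means mutant and wild-type yeast strains alike exhibit over 30% growth inhibition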;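 further: 0% = untreated cell controls and 100% = YPD media blanks without cells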
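system = S. cerevisiae wild-type or eIF2Bepsilon-R284H mutant strain | buffer or medium = YPD medium | dosing = one dose, 25 µM compound, 0.2% DMSO | schedule = 16 h at 30 °C | measured by = A595 turbidity | evaluation = growth inhibition (%) versus cell controls and blanks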
Yeast growth tox inhibition % – second read-out of Yeast growth tox, no call of its own (marks repeat the call); growth inhibition, %; S. cerevisiae eIF2Bepsilon-R284H mutant growth, A595 turbidity, 16 h;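 each compound tested once at 25 µM; 0% equals untreated cells and 100% equals cell-free medium blanks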
eIF2B yeast act mutant toxicity – also measured in eIF2B yeast act; calls as there; growth inhibition, %; measured here: mutant yeast growth, toxicity;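 each compound tested once at 25 µM; zero equals untreated control growth and 100 equals blank medium absorbance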
Starred values were filed as active, the others as inactive; x = not tested or not shown. These rows are one share of the data (hit frequency here may not be typical).

SMILES	eIF2B yeast act	eIF2B yeast act mutant toxicity	Yeast growth tox	Yeast growth tox inhibition %
CCCc1nc(NCc2ccccn2)c2nnn(Cc3ccccc3F)c2n1	x	x	13.7	19.1
CS(=O)(=O)N(CC(=O)N1CCN(c2ccccc2F)CC1)c1ccc2c(c1)OCCO2	-26.0	7.7	7.1	7.7
Cc1nn(Cc2ccccc2)c(C)c1CCC(=O)O	5.5	9.7	-1.3	9.7
Cc1ccc(OCCN2CCN(C(=O)CCC(=O)Nc3nnc(C(C)C)s3)CC2)cc1	-13.5	7.4	9.7	7.4
Cc1[nH]c2ccccc2c(=O)c1SC(F)(F)C(F)C(F)(F)F (centres undefined)	-3.7	-14.3	-4.5	-14.3
COc1ccc2c(c1)c(=O)oc1cc(OCC(=O)NC3CC3)ccc12	x	x	-17.3	3.7
NS(=O)(=O)c1cccn1-c1ncc(C(F)(F)F)cc1Cl	9.8	13.5	8.5	13.5
O=C(N1CCCCCC1)N1CCN(S(=O)(=O)N2CCOCC2)CC1	20.2	4.3	13.1	4.3
Cc1cccc(C)c1NC(=O)C1(N(Cc2ccco2)C(=O)CC2NC(=O)NC2=O)CCCCC1 (centres undefined)	27.4	x	x	x
Cc1cc[n+](-c2nc([O-])sc2/C=N/Nc2ccc([N+](=O)[O-])cc2)cc1	x	x	1.9	5.1
O=C(NCc1ccco1)c1nc2nc(-c3cccs3)cc(C(F)(F)F)n2n1	22.3	x	x	x
COc1ccc(S(=O)(=O)N(C)CC(=O)Nc2ccccc2SC)cc1Cl	x	x	-21.8	-14.8
C=CCOn1c(=O)c(-c2ccc(OC)c(OC)c2)[n+]([O-])c2ccccc21	x	x	10.0	12.8
CNC(=O)CN(c1ccc(OC)cc1)S(=O)(=O)c1ccc(F)cc1	4.8	x	10.0	0.0
Cc1c(-c2nc(N)nc(Nc3ccccc3F)n2)oc2ccccc12	15.2	7.4	9.8	7.4
COC(=O)C1C(=O)C2=C(CC1C)NC(=O)CC2c1cccc(C)c1 (centres undefined)	18.5	x	5.6	0.0
CCC(=O)Nc1ccc(S(=O)(=O)NCCc2ccccc2)cc1	14.2	17.9	4.4	17.9
O=c1c(-c2cc3ccccc3o2)[n+]([O-])c2ccccc2n1OCc1ccccn1	34.0	-47.5	-1.4	-47.5
CCN(CC)c1nc(N)nc(NS(=O)(=O)c2ccc(Cl)cc2)n1	22.4	8.0	13.0	8.0
CNS(=O)(=O)c1cc(O)c2c(S(=O)(=O)NC)cccc2c1	24.7	3.7	0.5	3.7
COc1ccc(C(=O)OCC(=O)Nc2ccc(F)cc2F)cc1OC	18.8	-23.8	-20.3	-23.8
Cc1c(N=Cc2cccnc2)c(=O)n(-c2ccccc2)n1C	11.1	-3.1	-1.0	-3.1
CCc1ccc(OCCNC(=O)c2cccs2)cc1	19.9	20.5	38.4	20.5
Cc1c(NC(=O)c2ccc(F)c(S(=O)(=O)N3CCOCC3)c2)c(=O)n(-c2ccccc2)n1C	26.4	-30.9	5.9	-30.9
N#Cc1cc2sc3nnc(-c4ccncc4)n3c2cc1C#N	18.9	24.1	14.4	24.1
COCCn1nnnc1C(c1ccccc1)N1CCN(Cc2ccc3c(c2)OCO3)CC1 (centres undefined)	21.3	-12.0	11.3	-12.0
Cc1cc(CN2C(=O)c3ccccc3C2=O)cc(N2CCOCC2)c1	21.2	19.4	16.1	19.4
Clc1ccccc1OCc1nnc(-c2ccccc2Br)o1	-14.3	5.0	-1.9	5.0
CCCN(Cc1cc2cc(C)ccc2[nH]c1=O)S(C)(=O)=O	7.8	x	5.4	0.0
Oc1c(-c2cc(-c3ccco3)[nH]n2)ccc2ccccc12	x	x	18.9	17.7
O=C1CCCCCN1Sc1ccccc1	23.6	37.0	17.3	37.0
CCn1c(SCC(=O)Nc2nc3ccccc3s2)nnc1-c1ccc(OC)cc1	13.4	x	x	x
O=C(CCNc1n[nH]c(=O)[nH]c1=O)N1CCOCC1	-15.7	24.0	27.8	24.0
C/C(=N\NC(=O)CC1N=C(Cc2ccccc2)NNC1=O)c1ccc(C)cc1 (centres undefined)	-42.6	9.5	-19.2	9.5
COc1ccc(OCCSc2nc(N)cc(N)n2)cc1	9.1	12.9	6.8	12.9
Cc1cccc(-c2nnc(-c3ccccc3)o2)c1	1.8	-12.0	10.3	-12.0
O=C(COc1ccccc1)NCCn1ccc2ccccc21	-13.1	13.8	10.3	13.8
O=C(Nc1ccccc1-c1nc2ccccc2s1)c1ccc(Br)o1	x	x	-8.5	-9.0
COc1ccc(CN(CCCN2CCOCC2)C(=O)Nc2ccccc2)cc1OC	18.3	x	-7.3	0.0
COc1ccc(CNC(=O)c2c(O)c3cccc4c3n(c2=O)CCC4)cc1OC	18.0	-10.3	-18.7	-10.3
COc1cc(OC)cc(C(=O)OCc2cc3ccccc3[nH]c2=O)c1	11.6	-12.5	-21.1	-12.5
Cc1cc(C)c2c(N)c(C(=O)NCC3CCCCC3)sc2n1	0.2	-15.0	-11.4	-15.0
O=c1oc(/C=C/c2ccco2)nc2sc3c(c12)CCC3	x	x	19.6	13.2
COc1ccc(Cc2nc(N)nc(N)n2)cc1	36.1	-7.4	14.5	-7.4
CCS(=O)(=O)N1CCCC(C(=O)N2CCc3ccccc3C2)C1 (centres undefined)	26.4	6.9	-7.8	6.9
Cc1cc(NC(=O)CCC2COc3ccccc3O2)no1 (centres undefined)	-23.3	x	12.9	0.0
Cc1cc(=O)oc(C)c1C(=O)NCC1CCCO1 (centres undefined)	1.7	-1.5	-8.3	-1.5
O=C(Cn1c(=O)n(CCCC(=O)NC2CCCC2)c(=O)c2ccccc21)NCCC1=CCCCC1	-51.2	-23.8	-14.6	-23.8
O=C(c1cccnc1)N(Cc1ccccc1)c1ccccc1	-4.2	-6.5	7.1	-6.5
Clc1cccc(CNc2nnnn2-c2ccccc2)c1	19.4	-14.3	-40.0	-14.3
(continued)
SMILES	eIF2B yeast act	eIF2B yeast act mutant toxicity	Yeast growth tox	Yeast growth tox inhibition %
CCOc1cc(S(=O)(=O)NC2CCCCCC2)ccc1F	x	x	22.7	40.7
O=S(=O)(NCCc1ccncc1)c1cc(Br)ccc1F	13.2	-17.9	-9.1	-17.9
COc1cc(-c2nnc3sc(Cc4ccc(Cl)cc4)nn23)cc(OC)c1OC	7.5	-13.8	-18.7	-13.8
O=C(NCc1ccccc1)c1ccc(S(=O)(=O)N2CCCc3ccccc32)cc1	4.0	4.8	12.3	4.8
O=C(Nc1nc2c(s1)CCCC2)c1cccnc1	7.8	3.0	3.8	3.0
Cc1ccc(-c2nn(Cc3ccccc3)cc2/C=C/C(=O)O)cc1	31.7	-14.3	4.1	-14.3
O=C(O)c1ccc(CN(c2ccccn2)S(=O)(=O)c2ccccc2)cc1	8.5	36.8	15.6	36.8
CCCCc1c(O)n2c(nc3ccccc32)[nH]c1=O	34.5	-9.7	8.9	-9.7
Cc1nnc(NC(=O)CCSc2ccccc2)s1	-77.4	x	x	x
Cc1ccc(S(=O)(=O)NCC2CCC(C(=O)NCCCN3CCOCC3)CC2)cc1 (centres undefined)	24.6	x	9.4	0.0
Cc1ccccc1CN1C(=O)Nc2ccccc2C(=O)N1C(C)(C)C	x	x	14.8	17.4
CCNc1c([N+](=O)[O-])ncn1C	17.4	17.6	21.9	17.6
CCOC(=O)CCc1nc2ccccc2[nH]c1=O	7.0	16.1	-7.0	16.1
O=C(O)C1CCN(C(=O)NC2CCCCC2)CC1	7.0	-3.3	13.3	-3.3
C[N+](C)(C)CCNC(=O)c1c(O)c2c([nH]c1=O)CCCC2	-23.8	3.9	11.1	3.9
CCOc1ccc(CN(C(=O)c2cc3ccccc3oc2=O)C2CC2)cc1	13.2	6.5	1.1	6.5
CCc1cc[n+](-c2nc3ccccc3nc2C(=C=[N-])C#N)cc1	3.6	-4.8	20.7	-4.8
Cc1cccc(C)c1NC(=O)Nc1cccs1	15.3	25.9	12.2	25.9
Cc1cc(C)n2nc(C(=O)OCC(=O)c3cc(C)n(C)c3C)nc2n1	22.2	8.1	0.0	8.1
COC(=O)c1sccc1NC(=S)N1CCCC(C)C1 (centres undefined)	8.2	24.3	17.8	24.3
O=C(NCCCN1CCOCC1)c1ccco1	25.1	5.6	-6.0	5.6
CC(NC(=O)c1ccnc(C(C)(C)C)c1)c1ccccc1 (centres undefined)	-21.6	x	10.6	0.0
COc1cccc(C(c2nnnn2Cc2ccco2)N2CCN(c3cccc(C)c3C)CC2)c1OC (centres undefined)	-9.4	-14.3	4.3	-14.3
Cc1ccc(S(=O)(=O)N(C)CC(=O)O/N=C(\N)c2ccc([N+](=O)[O-])cc2)cc1	2.5	7.7	14.0	7.7
COc1ccc(S(=O)(=O)c2ccc(OC)c(OC)c2)cc1OC	14.0	7.4	27.3	7.4
C(=N\n1cnc2ccccc21)/c1cccnc1	-6.5	9.5	7.4	9.5
CC(C)(C)OC(=O)N1CCC(c2c(C(=O)O)cnn2-c2ccccc2)CC1	32.2	6.5	-6.4	6.5
O=C(NCCCN1CCOCC1)c1ccc(CNS(=O)(=O)c2ccc(F)cc2)cc1	11.1	3.6	-28.6	3.6
Cc1ccc(C(=O)c2oc3nc(C)cc(C)c3c2N)cc1	20.6	-9.5	-9.0	-9.5
Cc1cc2ncn(-c3ncnc4sc(C)c(C)c34)c2cc1C	-9.1	2.3	0.0	2.3
COC(=O)c1ccc(OC)c(CSc2nnc(-c3ccc(C(C)(C)C)cc3)o2)c1	15.6	3.1	-1.8	3.1
O=C(Nc1ccc(CN2CCOCC2)cc1)c1cc2ccccc2o1	-12.0	-3.3	-5.8	-3.3
Brc1ccc(-c2nnc3n2C2(CCCC2)Cc2ccccc2-3)o1	-11.9	x	15.3	0.0
CN(C)S(=O)(=O)N1CCc2ccccc21	28.6	x	-4.5	0.0
CC(Oc1ccccc1)C(=O)OCC(=O)NC(=O)NCc1ccco1 (centres undefined)	24.0	3.1	4.5	3.1
Cc1cc(C)c2nc(N3CCCC(C(=O)N4CCC(C(N)=O)CC4)C3)sc2c1 (centres undefined)	17.7	3.7	10.9	3.7
CCCCC(CC)CNC(=O)CCS(=O)(=O)c1cccc2nsnc12 (centres undefined)	18.4	14.8	9.6	14.8
CC1=NNC(=O)C1C(c1ccccc1)C(C#N)C#N (centres undefined)	6.3	15.0	-7.3	15.0
O=C(CSc1nc2ccccc2o1)Nc1ccccc1N1CCOCC1	x	x	6.7	12.8
Clc1ccccc1-c1nc(-c2cccnc2)no1	1.2	x	-1.3	0.0

Rewritten comma-delimited: 2 of the compounds above.
mol,eIF2B yeast act,eIF2B yeast act mutant toxicity,Yeast growth tox,Yeast growth tox inhibition %
O=C(N1CCCCCC1)N1CCN(S(=O)(=O)N2CCOCC2)CC1,20.2,4.3,13.1,4.3
Cc1cccc(C)c1NC(=O)C1(N(Cc2ccco2)C(=O)CC2NC(=O)NC2=O)CCCCC1 (centres undefined),27.4,x,x,x

Look-ups from above:
eIF2B yeast act, `Cc1ccc(-c2nn(Cc3ccccc3)cc2/C=C/C(=O)O)cc1` stands at 31.7
eIF2B yeast act mutant toxicity, `O=C(O)c1ccc(CN(c2ccccn2)S(=O)(=O)c2ccccc2)cc1` stands at 36.8
eIF2B yeast act, `O=S(=O)(NCCc1ccncc1)c1cc(Br)ccc1F` stands at 13.2
Yeast growth tox, `CC1=NNC(=O)C1C(c1ccccc1)C(C#N)C#N` (centres undefined) stands at -7.3
Yeast growth tox inhibition %, `CCOc1cc(S(=O)(=O)NC2CCCCCC2)ccc1F` stands at 40.7

(list continues)
SMILES	eIF2B yeast act	eIF2B yeast act mutant toxicity	Yeast growth tox	Yeast growth tox inhibition %
COc1ccc(/C=N/Nc2ccc([N+](=O)[O-])cc2)cc1Cn1cc([N+](=O)[O-])cn1	x	x	-9.3	-12.8
c1coc(-c2nnc3sc(-c4cccs4)nn23)c1	25.9	-34.6	3.2	-34.6
Cc1noc2ncc(C(=O)c3cc(F)ccc3O)cc12	x	x	17.7	10.6
COc1ccc(C2C(C#N)=C(N)Oc3n[nH]c(C)c32)cc1CSc1ccccn1 (centres undefined)	-5.4	15.4	-10.9	15.4
C=CCOC(=O)Nc1c(C(=O)OC)[nH]c2ccc(Cl)cc12	-24.0	x	2.4	0.0
CN(Cc1ccccc1)c1nc2c(c(=O)[nH]c(=O)n2C)n1Cc1ccccc1	19.4	14.8	9.8	14.8
COc1ccc(C2C/C(=N\O)C(C)(C)O2)cc1 (centres undefined)	-40.7	-14.7	7.3	-14.7
O=C(COc1ccc(-n2cnnn2)cc1)NC1CCCCC1	21.2	9.1	3.8	9.1
O=C(CSc1nnc(-c2ccccc2Cl)n1Cc1ccco1)Nc1ccc2c(c1)OCCO2	14.4	x	x	x
O=C(Cn1c(=O)oc2ccccc21)Nc1ccc(S(=O)(=O)N2CCCCC2)cc1	x	x	-16.5	-25.0

Compound profiles (already shown).
`Cc1cc(C)c2c(N)c(C(=O)NCC3CCCCC3)sc2n1` as listed: eIF2B yeast act = 0.2; eIF2B yeast act mutant toxicity = -15.0; Yeast growth tox = -11.4; Yeast growth tox inhibition % = -15.0
`O=C(NCc1ccccc1)c1ccc(S(=O)(=O)N2CCCc3ccccc32)cc1` as listed: eIF2B yeast act = 4.0; eIF2B yeast act mutant toxicity = 4.8; Yeast growth tox = 12.3; Yeast growth tox inhibition % = 4.8
